NR2E3 ag-1 = inhibitors of NR2E3-RetCOR corepressor binding, primary screen, NR2E3 agonist project, biochemical, TR-FRET, GST-NR2E3, biotin-RetCOR; AID 2300, 2010; 1536-well; hit rate 0.12% among 320,000; inhibition of corepressor binding, % at 4.78 µM;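 active = percent inhibition above the cutoff of mean plus 3 SD of all tested compounds, set per screening campaign, cut at about 20% in these data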;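 note: 0% = DMSO wells and 100% = biotin wells as full block of FRET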
Target sequence (Q9Y5X4 whole entry, looked up): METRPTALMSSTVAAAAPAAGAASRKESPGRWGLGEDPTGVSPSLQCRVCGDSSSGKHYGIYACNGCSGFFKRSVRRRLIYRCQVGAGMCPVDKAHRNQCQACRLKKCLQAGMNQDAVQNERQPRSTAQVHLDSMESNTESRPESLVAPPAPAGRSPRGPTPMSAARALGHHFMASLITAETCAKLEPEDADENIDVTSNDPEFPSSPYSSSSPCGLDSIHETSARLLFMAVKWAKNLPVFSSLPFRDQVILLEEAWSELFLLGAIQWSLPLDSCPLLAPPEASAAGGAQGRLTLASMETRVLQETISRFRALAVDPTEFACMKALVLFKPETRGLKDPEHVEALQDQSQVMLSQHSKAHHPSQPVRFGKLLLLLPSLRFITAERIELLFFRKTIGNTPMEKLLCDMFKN
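Assay system: NR2E3–RetCOR corepressor complex. Quantity: 1.35 nM GST-NR2E3. Buffer or medium: pH 7.5 Tris-based buffer. Reagent: biotinylated RetCOR corepressor at 7 nM final. Schedule: 5 h at 4 °C. Detection: TR-FRET, emission read at 617 and 671 nm. Replicates: one well per compound, singlicate testing.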
Granule exo inh = LAMP-1 surface exposure blockers, TALL-104 cells – cell-based, flow cytometry, MLPCN library, primary screen | inhibition, % at 10 µM | hit rate 0.66% among 360,000 | AID 651702, 2012 | TALL-104 LAMP-1 surface exposure; cells stimulated with thapsigargin and PMA;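 active = inhibition above about 55%, limit read from the data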
PDI turbidity = inhibitors of human PDI, primary screen, biochemical, turbidity, single point, plate reader; Protein disulfide-isomerase (Homo sapiens), P07237; PDI insulin aggregation turbidity, A650, 90 min; inhibition, % at 10 µM; hit rate 0.052% among 350,000;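 active = mean inhibition across replicates of 30% or more, whatever share of single replicates reach that level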;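 note: absorbance from insulin aggregation driven by PDI reduction with DTT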
Target sequence (P07237 whole entry, looked up): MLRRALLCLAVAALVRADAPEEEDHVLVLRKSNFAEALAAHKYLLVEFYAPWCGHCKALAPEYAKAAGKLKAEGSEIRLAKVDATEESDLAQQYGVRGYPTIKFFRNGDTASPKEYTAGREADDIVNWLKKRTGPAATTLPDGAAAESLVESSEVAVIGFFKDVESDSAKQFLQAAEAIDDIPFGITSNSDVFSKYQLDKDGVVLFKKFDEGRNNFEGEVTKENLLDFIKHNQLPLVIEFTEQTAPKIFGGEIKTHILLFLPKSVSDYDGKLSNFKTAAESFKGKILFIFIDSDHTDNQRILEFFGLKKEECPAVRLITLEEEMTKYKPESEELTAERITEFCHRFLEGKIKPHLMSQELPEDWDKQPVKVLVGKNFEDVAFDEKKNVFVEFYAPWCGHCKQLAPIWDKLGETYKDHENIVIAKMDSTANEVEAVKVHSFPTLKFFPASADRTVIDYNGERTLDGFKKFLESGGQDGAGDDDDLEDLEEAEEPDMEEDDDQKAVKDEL
MITF TRPM1 inh = inhibitors of MITF-dependent TRPM1 promoter reporter, primary screen, cell-based, SK-MEL-5, single point, luciferase | SK-MEL-5 TRPM1 promoter luciferase, 24 h | inhibition, % at 12.5 µM | hit rate 0.83% among 330,000 | AID 488899, 2010;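 active = mean inhibition across replicates of 60% or more, whatever share of single replicates reaches that level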; note: values of inactives mirror those of a sister screen read the other way
Peg3 promoter = Peg3 promoter-driven luciferase inhibitors, primary screen, cell-based, HeLa, luciferase luminescence; HeLa PEG-Prom luciferase reporter, overnight; inhibition, % at 20 µM; hit rate 1.7% among 360,000;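 active = inhibition of at least 50% at 20 µM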
hiPSC survival = enhancers of single-cell hiPSC survival, primary screen, ATPlite luminescence; 100% = ROCK inhibitor wells, 0% = DMSO; survival enhancement, % at 20 µM; hit rate 0.044% among 360,000; AID 602274, 2012; in the data active = survival enhancement above about 18%;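 note: cells exposed to compounds for 16 hours before the ATP read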
HIF-2a block = HIF-2a reporter inhibitors, primary screen, luminescence, 786-0 RCC cells; hit rate 0.72% among 360,000; 786-0 RCC cells HIF-2a reporter, luciferase luminescence, overnight; inhibition, % at 18.8 µM; AID 624352, 2012;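 active = inhibition of the luminescence signal of 40% or more relative to plate controls, in a single-dose primary screen at 18.75 µM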
NR2E3 ag-2 = NR2E3 agonists in two-hybrid cells, primary screen, cell-based, luminescence, CHO-S, Gal4-NCOR/VP16-NR2E3; Photoreceptor-specific nuclear receptor (Homo sapiens), Q9Y5X4; luciferase; inhibition of corepressor binding, % at 3.98 µM; hit rate 0.35% among 360,000; AID 602229, 2012;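 active = inhibition above the mean of all tested compounds plus 3 SD, cut at about 70% in these data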;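 note: 0% = DMSO with NR2E3 transfected cells and 100% = cells lacking NR2E3 construct; higher means lower luciferase signal from less NR2E3 corepressor binding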
aDG glyco act = activators of alpha-DG glycosylation, primary screen, uHTS, Pro5-aDG cells, AlphaScreen; hit rate 0.22% among 360,000; AID 624168, 2012; alpha-DG glycosylation AlphaScreen (IIH6); 0% Pro5, 100% B10-LARGE cell signal; activation, % at 10 µM;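 active = activation of at least 8% versus controls, or a plate z-score of at least 8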;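 note: Pro5 are CHO cells carrying HIG-tagged alpha-DG that lacks glycosylation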
Vif imaging = HIV Vif self-association inhibitors, primary screen, imaging, HEK293T, single point | inhibition, % at 7.49 µM | HEK293T cells, Vif self-association by quenched fluorescence, 24 h | hit rate 0.35% among 340,000; in the data active = inhibition above about 50%, passing the limit was not always enough; note: some results filed as inactive read as strong as hits
CaV13 ICDI inh = Disruptors of the CACNA1D IQ motif to Ca2+-dependent inactivation inhibitor domain association, primary screening, Förster resonance energy transfer in intact living …; hit rate 0.098% among 340,000; inhibition, % at 12.3 µM; HEK cells, CFP/YFP FRET ICDI-IQ, plate reader, 10 min; percent FRET-ratio fall versus neutral wells; AID 743397;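 active = mean replicate inhibition of at least 30% and at least 1% of replicates passing that level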;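 note: 0% = median of the neutral control wells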
* = called active by the depositor; nt = no result given.

SMILES	NR2E3 ag-1	Granule exo inh	PDI turbidity	MITF TRPM1 inh	Peg3 promoter	hiPSC survival	HIF-2a block	NR2E3 ag-2	aDG glyco act	Vif imaging	CaV13 ICDI inh
CCN(CC)C(=O)C1=C(C)N(Cc2ccccc2)C(=O)C(CC(=O)NC(c2ccccc2)c2ccccc2)C1 (stereo unspecified)	nt	2	1	nt	-4	-0.6	1	-5	0.3	1	-9
O=C(NCCc1ccccn1)c1cc2ccccc2o1	0	-12	-5	-63	-188	0.2	-176	-37	-0.1	-50	-4
CC(=O)N(Cc1cc(=O)[nH]c2ccccc12)c1ccc(C)cc1C	1	5	-89	11	23	1.0	16	14	0.2	-4	-10
CC(C)(C)NC(=S)N/N=C/c1cc(Br)c(O)c(Br)c1	-2	9	-1	7	0	-0.5	-20	-62	0.0	12	-1
NC(=O)CN1C(=O)C(O)(CC(=O)c2ccccc2O)c2ccccc21 (stereo unspecified)	-4	-4	-5	2	6	1.3	7	5	0.1	7	17
COCCNC(=O)CSc1ccccc1C(=O)O	-2	1	4	-2	7	0.5	15	-18	-0.4	-1	-5
CCCC1O[C@@H]2CC3C4CCC5=CC(=O)C=C[C@]5(C)C4C(OC(C)=O)C[C@]3(C)[C@]2(C(=O)COC(C)=O)O1 (stereo partly specified)	2	-2	10	3	25	-1.5	18	-21	1.1	-3	nt
COc1cc2[nH]c(C)c(-c3ccccc3)c(=O)c2cc1Cl	nt	-1	nt	nt	nt	-0.4	-1	0	0.0	nt	-5
Cc1nn(C)cc1CNC(=O)c1cccc(Br)c1	-1	-7	0	5	-4	-2.2	7	-20	0.3	1	-5
COc1ccc(N2CCN(c3ncnc4scc(-c5ccc(F)cc5)c34)CC2)cc1	0	5	2	-3	31	-0.6	18	14	-0.3	-7	-3
Cc1ccccc1NC(=O)CCN1CCCCCC1	-1	-2	-1	-28	-1	1.1	11	-5	-0.2	9	-4
COC(=O)[C@@H]1CCCN1C(=O)c1cc(COc2cccc3cccnc23)on1	2	-10	3	7	13	-0.1	-1	-21	0.1	1	-6
COc1cccc(OC)c1C(=O)OCC(=O)NCC(C)C	-3	1	-14	5	1	0.0	17	3	-0.1	-3	-18
O=C(/C=C/N1CCOCC1)c1ccc(-c2ccccc2)cc1	0	3	0	-79	-199	0.5	-167	-75	-0.1	-6	nt
Cc1ccc(-c2noc(CC(c3ccccc3)c3ccccc3)n2)cc1	-2	0	-4	-7	15	-3.6	-8	5	0.8	-2	-10
O=C1c2cccnc2C(=O)N1Cc1ccc2c(c1)OCO2	2	-2	4	10	17	0.2	9	4	0.3	-1	-8
CC(=O)c1cccc(NC(=O)C2CC(c3ccc(F)cc3)=NO2)c1 (stereo unspecified)	0	0	-4	-2	10	2.2	3	-12	0.2	nt	-4
CCOC(=O)c1[nH]c(C)c(/C(O)=C2\C(=O)C(=O)N(CCN(C)C)C2c2ccncc2)c1C (stereo unspecified)	1	-3	-2	14	18	0.6	13	17	-0.1	8	-7
CCCn1nnnc1SCC(=O)N1CCN(C(=O)c2ccco2)CC1	4	-2	13	8	5	-1.4	4	-10	0.1	11	-4
O=[N+]([O-])c1ccc(S(=O)(=O)NCC(c2ccco2)N2CCc3ccccc3C2)cc1 (stereo unspecified)	-2	-1	-10	5	-15	-0.2	-71	-4	-0.1	-5	-6
Cc1ccc(C23CCC(=O)N2C(C(=O)O)CS3)c(C)c1 (stereo unspecified)	4	-1	-5	4	7	-0.4	11	0	0.1	7	-7
Cc1ccc(C2NC(=O)NC(O)(C(F)(F)F)C2C(=O)c2cccs2)o1 (stereo unspecified)	4	0	-16	-1	36	-2.0	18	9	1.2	6	-6
COC(=O)CCC(=O)Nc1sc(C)c(C)c1C(N)=O	3	2	10	5	6	3.7	9	-24	0.5	8	nt
COC(=O)c1cc(CSc2nnc(NC3CCCCC3)s2)oc1C	1	-3	4	4	14	-1.6	-14	58	0.7	-20	-4
CC(C)(C)C(=O)Nc1nnc(COc2ccc(Cl)cc2)s1	-2	4	0	-29	-40	0.5	-88	-34	0.1	1	-5
CCCCn1c(N)c(N(CCOC)C(=O)COC(=O)c2ccccc2OCC)c(=O)[nH]c1=O	0	-5	2	10	3	-0.4	10	-5	-0.3	-2	-2
Cc1nn(-c2ccccc2)c2c1C(c1ccc(Cl)cc1)N(c1ccccc1)C(=O)N2 (stereo unspecified)	-1	-1	-27	3	22	5.9	24	8	0.3	1	-6
CC(=O)N/C(=C\c1ccc(F)cc1)C(=O)NC(Cc1ccccc1)C(=O)O (stereo unspecified)	1	-5	-1	-4	6	-0.5	5	-22	0.0	-7	-4
CC1(C)Oc2ccc3ccc(=O)oc3c2C(N2CCCCC2)C1O (stereo unspecified)	-1	-3	5	1	-1	-0.4	17	0	-0.1	12	-6
COC1=C(Nc2ccc(OC)cc2)C(=O)c2ccccc2C1=O	-17	-2	-6	31	-159	1.2	-173	-77	0.4	-3	-3
CCOC(=O)C(O)(NC(=O)c1cccnc1)C(F)(F)F (stereo unspecified)	2	-2	5	-20	-4	-1.5	20	-35	-0.4	8	nt
Cc1ccc(C(=O)OC(C)C(=O)NC2CCCCC2C)cc1S(=O)(=O)N1CCOCC1 (stereo unspecified)	0	-4	3	10	4	0.0	0	-11	-0.3	1	-2
CC(=O)N/C(=N/c1nc(C)cc(C)n1)Nc1ccc(C)cc1Cl	nt	4	3	0	7	-0.1	1	-14	0.0	1	-5
CCC(C)(C)NC(=O)c1ccc2c(c1)N(CC(=O)OC)C(=O)C(C)(C)O2	4	4	-7	11	14	-3.0	16	-2	0.0	6	-6
O=C(c1ccco1)N1CCN(S(=O)(=O)c2ccc([N+](=O)[O-])cc2)CC1	1	6	1	13	9	-1.7	-7	2	0.4	20	-4
CCC(C(=O)Nc1ncc(C)s1)c1ccccc1 (stereo unspecified)	4	-1	-12	10	12	-1.0	11	-2	-0.2	4	-5
Cc1ccc(Nc2c(-c3ccc(N4CCOCC4)cc3)nc3ncccn23)c(C)c1	2	-2	0	4	-21	0.9	-39	-27	0.1	-3	-9
CN1CCCCCC1=Nc1ccccc1C#N	1	-1	16	12	-3	-0.9	7	-19	0.5	5	0
O=[N+]([O-])c1cc(Br)c(O)c(C=Nc2ccc(N3CCOCC3)cc2)c1	-23	8	1	-13	6	0.4	2	-28	0.2	-3	0
CCNC(=O)C1CCCN(C(=O)c2ccc3c(c2)CCO3)CC1 (stereo unspecified)	nt	-6	1	nt	1	-1.9	13	5	0.0	-8	-5
Cc1nnc(SCC(=O)Nc2sc3c(c2C(=O)c2ccccc2)CCCC3)s1	-4	0	4	-16	12	-1.4	21	-10	-0.1	13	-3
Cc1cccc(C(=O)NCc2nnc(SCC(=O)NC(C)c3ccccc3)n2C)c1 (stereo unspecified)	3	-1	10	8	9	-0.7	4	16	-0.1	-1	-5
COc1ccccc1OCC(=O)Nc1nnc(-c2ccco2)s1	nt	1	5	-11	-46	-1.0	-136	-11	-0.1	nt	nt
O=C(NC1(C(F)(F)F)Oc2ccccc2O1)N1CCCC1	-2	-5	-6	7	9	-2.6	-1	-36	0.5	35	-5
O=[N+]([O-])c1ccc(N2CCCC2)cc1NC(c1ccccc1)c1ccccc1	2	-2	3	8	31	-1.4	13	-5	0.0	3	-2
CC(C)(C)c1cc(C(=O)N/N=C/c2ccc(F)cc2)n(-c2ccccc2)n1	-5	-9	-3	-12	-12	-1.0	-13	-5	0.1	nt	-7
COc1cc(CNCCN(C)C)c(Br)cc1OC1CCCC1	-1	4	-3	-10	3	0.0	4	-3	-0.1	-2	-14
Cc1ccc(S(=O)(=O)N2CCN(CC3CC4C=CC3C4)CC2)cc1 (stereo unspecified)	3	-7	19	-6	0	-0.4	10	15	0.0	12	-17
COc1ccc(NC(=O)CSc2ccc([N+](=O)[O-])cc2)cc1S(=O)(=O)N1CCOCC1	0	2	0	7	-19	1.7	-11	-3	-0.1	-4	-6
Cc1cc(NC(=O)c2ccc(S(=O)(=O)N3CCc4ccccc43)cc2)no1	0	-1	-3	1	26	-2.4	13	-10	-0.3	1	-4

Later entries
SMILES	NR2E3 ag-1	Granule exo inh	PDI turbidity	MITF TRPM1 inh	Peg3 promoter	hiPSC survival	HIF-2a block	NR2E3 ag-2	aDG glyco act	Vif imaging	CaV13 ICDI inh
CC(C)C(C(=O)NC(C)(C)C)N(CCN1CCOCC1)C(=O)CNS(=O)(=O)c1ccccc1 (stereo unspecified)	6	-2	-13	5	8	1.1	6	-15	0.1	27	-2
COc1ccc(C2C(C#N)=C(N)N(N(C)C)C3=C2C(=O)CC(C)(C)C3)cc1OC (stereo unspecified)	-1	-1	7	7	12	0.5	6	-3	0.0	5	-20
COc1ccc(NC(=O)COC(=O)c2c3c(nc4ccccc24)CCCC3)cc1Cl	2	4	-3	-11	26	0.7	-70	-3	0.7	nt	2
COc1ccccc1C(C)NC(=O)c1ccccc1SCC(=O)N1CCCC1 (stereo unspecified)	-3	-6	2	3	1	-0.7	8	2	0.0	6	-6
Cc1cc(=O)[nH]c(CN2CCC(c3ccccc3)CC2)n1	0	-2	-4	9	12	1.1	8	-3	0.5	7	-4
O=C(NCC1CCCO1)c1ccc(COc2ccccc2)cc1 (stereo unspecified)	0	-2	3	-23	-82	-0.6	-111	-75	-0.1	-6	-6
COc1ccc(/C=C/C(=O)C2C(=O)C=C(C)OC2=O)cc1O (stereo unspecified)	-1	2	-3	10	-109	-4.2	-137	-65	0.3	7	-9
CCn1ncc(Br)c1C(=O)Nc1cccc(F)c1	-2	-1	1	-17	-20	-0.5	2	7	0.0	-2	10
COc1cccc(NC(=O)CSc2nc3c(c(=O)n2C)SC(C)C3)c1 (stereo unspecified)	-1	0	7	nt	19	-2.7	17	-4	0.3	nt	-7

Single records, from the list above.
Shown for COc1ccc(NC(=O)COC(=O)c2c3c(nc4ccccc24)CCCC3)cc1Cl → NR2E3 ag-1: 2; Granule exo inh: 4; PDI turbidity: -3; MITF TRPM1 inh: -11; Peg3 promoter: 26; hiPSC survival: 0.7; HIF-2a block: -70; NR2E3 ag-2: -3; aDG glyco act: 0.7; Vif imaging: nt; CaV13 ICDI inh: 2
Shown for COc1ccc(C2C(C#N)=C(N)N(N(C)C)C3=C2C(=O)CC(C)(C)C3)cc1OC (stereo unspecified) → NR2E3 ag-1: -1; Granule exo inh: -1; PDI turbidity: 7; MITF TRPM1 inh: 7; Peg3 promoter: 12; hiPSC survival: 0.5; HIF-2a block: 6; NR2E3 ag-2: -3; aDG glyco act: 0.0; Vif imaging: 5; CaV13 ICDI inh: -20

High-throughput results from PubChem.
